Assay outcomes deposited in PubChem BioAssay by several laboratories.
TWEAK Fn14 block = inhibitors of TWEAK-Fn14 signaling, primary screen, luciferase reporter cells, uHTS | inhibition, % at 10 µM | 360,000 compounds, 2% hits | TWEAK-stimulated Fn14 reporter cells, luciferase luminescence, 8 h; in the data active = inhibition above about 50%
LRH-1 inv ag = LRH-1 (NR5A2) inverse agonists, primary screen, cell-based, luminescence, HEK293T, StAR-luciferase reporter. Nuclear receptor subfamily 5 group A member 2 (Homo sapiens), O00482. LRH-1 transfected, 24 h. inhibition, % at 3.6 µM. 360,000 compounds, 0.13% hits;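 active = inhibition above the mean inhibition of all tested compounds plus 3 SD, cut at about 73% in these data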;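 also: 0% = DMSO wells and 100% = reporter-only cells lacking LRH-1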
Target sequence (O00482 whole entry, looked up): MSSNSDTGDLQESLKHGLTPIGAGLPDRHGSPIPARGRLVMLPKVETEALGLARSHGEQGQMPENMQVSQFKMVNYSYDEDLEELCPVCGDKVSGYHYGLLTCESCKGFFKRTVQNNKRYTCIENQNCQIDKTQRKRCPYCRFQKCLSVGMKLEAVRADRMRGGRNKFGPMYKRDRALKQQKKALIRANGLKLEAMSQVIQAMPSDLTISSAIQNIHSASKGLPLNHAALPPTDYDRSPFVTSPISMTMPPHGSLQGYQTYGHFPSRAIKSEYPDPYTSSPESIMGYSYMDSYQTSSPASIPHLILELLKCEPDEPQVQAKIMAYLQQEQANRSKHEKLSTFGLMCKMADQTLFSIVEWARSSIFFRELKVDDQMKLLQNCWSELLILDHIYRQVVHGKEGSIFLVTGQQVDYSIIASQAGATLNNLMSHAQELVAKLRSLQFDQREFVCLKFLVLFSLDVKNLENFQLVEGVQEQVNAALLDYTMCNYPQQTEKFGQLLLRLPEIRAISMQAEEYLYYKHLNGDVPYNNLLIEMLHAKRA
NR2F2 inh = NR2F2 transcriptional activity inhibitors, primary screen, cell-based, luciferase reporter, HEK293T, luminescence | inhibition, % at 8.6 µM | 370,000 compounds, 0.7% hits | AID 686940, 2013 | HEK293T NGFI-A luciferase reporter;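 active = inhibition above a per-plate cutoff, mean inhibition of test wells between control levels plus 3 SD, cut at about 38% in these data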;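 also: cells cotransfected with COUP-TFII expression vector driving the NGFI-A reporter; 0% = median of COUP-TF2 test wells and 100% = reporter-only cells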
NCOA2 inhibitor = inhibition of GAL4-SRC2 driven luciferase reporter, primary screen, SRC2 inhibitor project, cell-based, luminescence; HEK293 GAL4-SRC2 luciferase reporter; inhibition, % at 9 µM; 370,000 compounds, 0.17% hits;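 active = inhibition above the mean inhibition of all tested compounds plus 3 SD, set per campaign, cut at about 52% in these data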;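 also: 0% = DMSO treated cells and 100% = cells given Gossypol at 36 µM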
C8 TRAIL sens = viability loss with TRAIL in NB7+C8 cells, primary screen, TRAIL sensitizer project, cell-based, ATPlite luminescence; inhibition (viability loss, TRAIL sensitization), % at 10 µM; 360,000 compounds, 1% hits; AID 624354, 2012;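 active = compounds causing at least 50% loss of cell viability in the single-dose screen, relative to plate controls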
TROY NFkB inh = inhibitors of TROY-driven NF-kB signaling, primary screen, Q293 LMP1-TROYcd cells, NF-kB luciferase, uHTS | Q293 LMP1-TROYcd NF-kB luciferase reporter, 4 h | inhibition, % at 10 µM | 360,000 compounds, 0.98% hits | AID 1347056, 2019;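 active = compounds whose plate-normalised and pattern-corrected inhibition of the luciferase reporter signal at the single screening dose is 50% or more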
* = called active by the depositor; nt = not tested or not shown.

entry | Compound | TWEAK Fn14 block | LRH-1 inv ag | NR2F2 inh
1 | COc1ccc(CCc2nc3ccccc3n2C(CCc2ccccc2)c2nc3ccccc3[nH]2)cc1 (centres undefined) | nt | -20 | 12
2 | CO[C@@H]1CN(C)C(=O)c2ccc(NC(=O)C3CCC3)cc2OC[C@H](C)N(CC2CCCCC2)C[C@H]1C | nt | 2 | -12
3 | CC(C)(C)OC(=O)N1CCc2onc(-c3ccc(-n4cc(C5=CCCCC5)nn4)cc3)c2C1=O | nt | -76 | -22
4 | CNC(=O)C[C@@H]1CC[C@@H]2[C@H](COC[C@H](O)CN2S(=O)(=O)c2ccccc2Cl)O1 | nt | 17 | -7
5 | CCc1ccc(N2C=C(C(=O)OC)C(c3ccc(OC)cc3)C(C#N)=C2N)cc1 (centres undefined) | nt | 61 | 10
6 | CSCCC(C(=O)Nc1c(C)cccc1C)n1c(-c2ccc(-c3ccccc3)cc2)nc2ccccc21 (centres undefined) | nt | -13 | -5
7 | Cc1ccc(S(=O)(=O)Nc2ccc(F)c(F)c2O)cc1 | nt | 5 | 4
8 | CC1(C(=O)Nc2ccc3c(c2)OCCO3)CSCC(=O)N1CCOc1ccccc1 (centres undefined) | nt | 8 | 2

entry | NCOA2 inhibitor | C8 TRAIL sens | TROY NFkB inh
1 | 1 | -14 | nt
2 | 9 | 2 | nt
3 | -19 | 24 | nt
4 | -11 | -2 | nt
5 | 26 | 15 | nt
6 | -13 | -5 | nt
7 | 7 | 4 | nt
8 | -23 | -4 | nt

Of the compounds above, these have an aryl methoxy group:
entry | Compound | TWEAK Fn14 block | LRH-1 inv ag | NR2F2 inh
1 | COc1ccc(CCc2nc3ccccc3n2C(CCc2ccccc2)c2nc3ccccc3[nH]2)cc1 (centres undefined) | nt | -20 | 12
5 | CCc1ccc(N2C=C(C(=O)OC)C(c3ccc(OC)cc3)C(C#N)=C2N)cc1 (centres undefined) | nt | 61 | 10

entry | NCOA2 inhibitor | C8 TRAIL sens | TROY NFkB inh
1 | 1 | -14 | nt
5 | 26 | 15 | nt

The results go on.
entry | Compound | TWEAK Fn14 block | LRH-1 inv ag | NR2F2 inh
9 | COC(=O)C[C@@H]1CC[C@H](NC(=O)CC2CC2)[C@@H](CO)O1 | nt | -8 | -3
10 | CCCCCNC(=O)C(c1cc2ccccc2o1)n1c(=O)c(-c2ccccc2)nc2ccccc21 (centres undefined) | nt | 5 | -1
11 | COC(=O)C[C@@H]1CC[C@H](NC(=O)Nc2cccc(F)c2)[C@@H](CO)O1 | nt | -4 | 13
12 | Cc1ccc(N2CCN(C(C(=O)Nc3c(C)cccc3C)c3ccccc3OC(F)(F)F)CC2)cc1 (centres undefined) | nt | 7 | 3
13 | CCCCNC(=O)C(NC(=O)c1ccccc1)C(=O)c1ccccc1 (centres undefined) | nt | -2 | -18
14 | COc1ccc(NC(=O)C(c2cccc3ccccc23)n2c(=O)c(-c3ccco3)nc3ccccc32)cc1 (centres undefined) | nt | 14 | 0
15 | CCNC(=O)C[C@@H]1CC[C@@H]2NC[C@@H](O)COC[C@H]2O1 | nt | 1 | -10
16 | Cc1ccccc1CN1C(=O)CSCC1(C)C(=O)NC(C)C (centres undefined) | nt | -1 | 1

entry | NCOA2 inhibitor | C8 TRAIL sens | TROY NFkB inh
9 | 11 | 5 | nt
10 | 4 | 3 | nt
11 | -15 | -1 | nt
12 | -24 | 3 | nt
13 | 7 | -9 | nt
14 | -5 | 6 | nt
15 | -11 | -8 | nt
16 | 10 | 4 | nt

Carrying on.
entry | Compound | TWEAK Fn14 block | LRH-1 inv ag | NR2F2 inh
17 | CCCCCNC(=O)C(c1cccc2ccccc12)n1c(=O)c(-c2ccccc2)nc2ccccc21 (centres undefined) | nt | 17 | 1
18 | Cc1cccc(C)c1NC(=O)C(c1cc2ccccc2o1)N1CCC(c2ccccc2)CC1 (centres undefined) | nt | 2 | -10
19 | CC(C(=O)NC1CCCC1)n1c(-c2ccccn2)nc2ccccc21 (centres undefined) | nt | 6 | 3
20 | CSCCC(C(=O)Nc1c(C)cccc1C)n1c(-c2cc(C)cs2)nc2ccccc21 (centres undefined) | nt | 0 | -11
21 | CCCCCCCCN1C(=O)[C@H](CC(=O)NCCCOC)C[C@@]2(C(=O)OC)CC(C)(C)CC=C12 | nt | 3 | -9
22 | Cn1cc([C@]2(O)C(=O)Nc3ccc(Br)cc32)c2ccccc21 | nt | 9 | -8
23 | O=C(NCc1ccccc1)C1C(c2ccccc2)=Nc2ccccc2N1C(=O)c1cnccn1 (centres undefined) | nt | -69 | -19
24 | CC1(C(=O)NCc2ccccc2)CN(S(C)(=O)=O)CC(=O)N1C1CC1 (centres undefined) | nt | 3 | 9

entry | NCOA2 inhibitor | C8 TRAIL sens | TROY NFkB inh
17 | -13 | -7 | nt
18 | -12 | 20 | nt
19 | -7 | -24 | nt
20 | -11 | 10 | nt
21 | 1 | -12 | nt
22 | 4 | -16 | nt
23 | -7 | 6 | nt
24 | -3 | -1 | nt

A few values from the entries so far.
For NCOA2 inhibitor, no. 19 shows -7
For LRH-1 inv ag, no. 17 shows 17
For LRH-1 inv ag, no. 23 shows -69
For NR2F2 inh, no. 18 shows -10

6 of these compounds in a different format.
[18] Cc1cccc(C)c1NC(=O)C(c1cc2ccccc2o1)N1CCC(c2ccccc2)CC1 (centres undefined)
[19] CC(C(=O)NC1CCCC1)n1c(-c2ccccn2)nc2ccccc21 (centres undefined)
[20] CSCCC(C(=O)Nc1c(C)cccc1C)n1c(-c2cc(C)cs2)nc2ccccc21 (centres undefined)
[21] CCCCCCCCN1C(=O)[C@H](CC(=O)NCCCOC)C[C@@]2(C(=O)OC)CC(C)(C)CC=C12
[22] Cn1cc([C@]2(O)C(=O)Nc3ccc(Br)cc32)c2ccccc21
[23] O=C(NCc1ccccc1)C1C(c2ccccc2)=Nc2ccccc2N1C(=O)c1cnccn1 (centres undefined)

assay / compound | 18 | 19 | 20 | 21 | 22 | 23
TWEAK Fn14 block | nt | nt | nt | nt | nt | nt
LRH-1 inv ag | 2 | 6 | 0 | 3 | 9 | -69
NR2F2 inh | -10 | 3 | -11 | -9 | -8 | -19
NCOA2 inhibitor | -12 | -7 | -11 | 1 | 4 | -7
C8 TRAIL sens | 20 | -24 | 10 | -12 | -16 | 6
TROY NFkB inh | nt | nt | nt | nt | nt | nt

Additional results:
entry | Compound | TWEAK Fn14 block | LRH-1 inv ag | NR2F2 inh
25 | COC(=O)/C=C1\OCc2c(F)cccc21 | nt | -49 | -7
26 | COc1cccc(C2CC(OCCF)=CC(=O)O2)c1 (centres undefined) | nt | 19 | 1
27 | CCCCCNC(=O)C(c1ccc(-c2ccccc2)cc1)n1c(=O)c(-c2cc3ccccc3[nH]2)nc2ccccc21 (centres undefined) | nt | -19 | -1
28 | COc1ccc(C(C(=O)Nc2c(C)cccc2C)N2CCN(C)CC2)cc1 (centres undefined) | nt | 6 | -7
29 | Cc1ccc(S(=O)(=O)C[C@@H]2OC[C@H](C(C)C)N2S(=O)(=O)c2ccc(C)cc2)cc1 | nt | 18 | 18
30 | Cc1ccccc1S(=O)(=O)N1C(c2ccc(Cl)cc2)CC=C(C(=O)O)C1c1cccc(Cl)c1 (centres undefined) | nt | -8 | -11
31 | COC(=O)C(C(=O)OC)c1ccccc1NS(=O)(=O)c1ccc(C)cc1 | nt | -18 | 13
32 | Cc1cc2c(cc1C)-n1nnnc1C(N1CCN(CC(=O)N3CCCC3)CC1)C(=O)N2 (centres undefined) | nt | 15 | 5

entry | NCOA2 inhibitor | C8 TRAIL sens | TROY NFkB inh
25 | -14 | -19 | nt
26 | 1 | -13 | nt
27 | -67 | 12 | nt
28 | -19 | 6 | nt
29 | -7 | 2 | nt
30 | 5 | 7 | nt
31 | -1 | 2 | nt
32 | 6 | 5 | nt

(list continues)
entry | Compound | TWEAK Fn14 block | LRH-1 inv ag | NR2F2 inh
33 | Cc1cccc(S(=O)(=O)N2C[C@@H](O)COC[C@@H]3O[C@H](CC(=O)NCCCN4CCOCC4)CC[C@H]32)c1 | nt | 12 | 2
34 | O=C(NCC[C@H]1CC[C@H](NS(=O)(=O)c2ccc(F)cc2)[C@@H](CO)O1)c1ccc2c(c1)OCO2 | nt | 19 | -8
35 | Cn1cnc(S(=O)(=O)N2C[C@@H](O)COC[C@@H]3O[C@H](CC(=O)NC4CCC4)CC[C@H]32)c1 | nt | -18 | -7
36 | Cc1ccccc1NC(=O)C1C(=O)Nc2ccccc2C(=O)N1Cc1ccccc1 (centres undefined) | nt | 6 | 12
37 | CC(C)c1cn(CC[C@@H]2CC[C@@H](NC(=O)C3CCCCC3)[C@@H](CO)O2)nn1 | nt | 5 | -4
38 | CCOC1=C2[C@@H](CN(S(=O)(=O)c3ccccc3C)[C@H]2c2ccc(Cl)cc2)[C@H]2C(=O)N(C3CCCCC3)C(=O)[C@H]2C1 | nt | -34 | 15
39 | Cc1ccc(S(=O)(=O)N2C(c3ccccc3)CC(=O)C3CN(S(=O)(=O)c4ccc(Cl)cc4)C(c4ccccc4)CC32)cc1 (centres undefined) | nt | -17 | -9
40 | COc1ccc(NC(=O)C(c2ccc(C(F)(F)F)cc2)n2c(=O)c(-c3ccco3)nc3ccccc32)cc1 (centres undefined) | nt | 15 | 10
41 | CCC(=O)Nc1ccc2c(c1)OC[C@@H](C)N(Cc1cccc(F)c1)C[C@@H](C)[C@@H](OC)CN(C)C2=O | nt | -16 | 18
42 | Cc1ccc(-c2nc3cc(C)c(Br)c(C)n3c2Cc2cccc(Cl)c2)cc1 | 3 | -2 | nt

entry | NCOA2 inhibitor | C8 TRAIL sens | TROY NFkB inh
33 | 8 | -9 | nt
34 | -15 | 4 | nt
35 | -51 | 4 | nt
36 | -19 | -14 | nt
37 | -10 | -11 | nt
38 | 17 | 1 | nt
39 | 1 | -4 | nt
40 | 2 | -17 | nt
41 | 0 | -5 | nt
42 | nt | -3 | -27

Some of the compounds tested; the hit share may differ from the screen's.
